MrgX1 PAM – human MrgX1 positive allosteric modulation, primary screen; Q96LB2; MrgX1-HEK293, Fluo-4 calcium flux, FDSS; hits give high values; B-score at 10 µM; 310,000 tested, 0.63% active;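 active = plate-corrected calcium response at least 3 library SD above typical, normal starting fluorescence, not activating the receptor alone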;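 note: compound read alongside a low EC10 to EC30 dose of BAM8-22 agonist; peak minus trough fluorescence over baseline measured at the second addition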
Target sequence (Q96LB2 whole entry, looked up): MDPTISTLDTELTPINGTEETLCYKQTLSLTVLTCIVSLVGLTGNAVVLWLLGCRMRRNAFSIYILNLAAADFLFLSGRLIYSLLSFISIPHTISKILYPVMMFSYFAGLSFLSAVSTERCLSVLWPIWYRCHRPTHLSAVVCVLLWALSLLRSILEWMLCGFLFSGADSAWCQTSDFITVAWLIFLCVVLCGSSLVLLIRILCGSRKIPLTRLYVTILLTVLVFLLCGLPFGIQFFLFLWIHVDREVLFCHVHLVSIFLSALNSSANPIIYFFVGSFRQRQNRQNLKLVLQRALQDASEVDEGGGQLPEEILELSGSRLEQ
TRPC4 PAM – allosterically enhances the mouse TRPC4 cation channel; Q9QUQ5; HEK293 TRPC4beta/mu-opioid, DAMGO EC20, Fluo-4 Ca2+ flux; hits give high values; B-score at 10 µM; 310,000 tested, 0.42% active; AID 2227;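 active = B-score of calcium response area above 5 SD of library B-scores, with initial fluorescence ratio within 5 SD of library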;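 note: B-score of integrated fluorescence ratio over time as area under calcium response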
TRPC6 inh – blocks the mouse TRPC6 cation channel. Q61143. HEK293-TRPC6, membrane potential dye, ACh-evoked depolarization; hits give low values. B-score at 10 µM. 310,000 tested, 1.1% active. AID 2553;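 active = B-score under library mean minus 3 SD, initial fluorescence not abnormally high, positive integrated signal ratio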;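 note: B-score derived from integrated fluorescence ratio over the kinetic read; more negative B-score means stronger inhibition of depolarization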
TRPC4 block – TRPC4 (mouse) channel inhibition | HEK293 TRPC4beta/mu-opioid, DAMGO-evoked Fluo4 calcium flux; hits give low values | 300,000 tested, 0.39% active | B-score at 10 µM | Q9QUQ5;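 active = B-score over 3 SD under the library average, no early fluorescence shift, positive overall ratio signal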
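Material: HEK293 cells with stable TRPC4beta plus mu-opioid receptor expression; probe or stimulus: DAMGO in two steps, submaximal then maximal; technique: Fluo4 calcium fluorescence by kinetic imaging, 5 s 1 Hz baseline; measure: integrated fluorescence ratio relative to baseline, converted to per-well B score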
HIF activator – HIF pathway transcriptional activation | 300,000 tested, 0.32% active | activation, % at 7.5 µM (by protocol) | AID 1910 | U2OS HRE-luciferase reporter, luminescence; normalized: DMSO 0%, desferrioxamine 100%;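 active = mean activation of at least 10% of the iron chelator positive control signal, with at least half of replicates also reaching 10%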
MrgX1 agonist – agonists of human MrgX1 receptor | 310,000 tested, 0.44% active | B-score at 10 µM | MrgX1-HEK293 cells, Fluo-4 calcium fluorescence, agonist mode; hits give high values;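 active = calcium response B-score plate-corrected fluorescence ratio at least 3 library SD, with starting fluorescence B-score inside 5 SD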
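times = overnight plating, then 30 min 37 °C plus 30 min room-temperature dye loading | assay system = stable human MrgX1 HEK293 cell line | input = fifteen thousand cells per well | signal = kinetic calcium dye fluorescence, Fluo-4 NW | dosing = compound delivered in addition one of three | read-out = B-scored fluorescence response ratio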
TRPC6 act – activates the mouse TRPC6 cation channel. Q61143. B-score at 10 µM. 310,000 tested, 0.13% active. HEK293-TRPC6 membrane potential dye fluorescence; hits give high values;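 active = B-score of the integrated fluorescence ratio above library mean plus 3 SD, and starting fluorescence ratio within library mean plus 5 SD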;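 note: higher score means more depolarization so channel activation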
AI-2 QS mod – modulates the Vibrio harveyi AI-2 quorum sensing system | Vibrio harveyi JMH597 AI-2 luminescence/OD600 ratio, 9 h; hits give low values; strain lacks LuxN and CqsS sensors; 0 = neutral-control median | activity change, % at 7.5 µM | 300,000 tested, 0.4% active; in the data active = activity change below about -75%, passing the limit was not always enough;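 note: luminescence divided by OD600 gain over 9 h not by final OD600 alone; inactives centre near 13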
TRPC4 agonist – activators of mouse TRPC4 channel | Q9QUQ5 | B-score at 10 µM | 310,000 tested, 0.49% active | HEK293 TRPC4beta/mu-opioid, Fluo4 calcium fluorescence; hits give high values | AID 2237;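 active = B-score above 5 SD of library B-scores, and initial fluorescence ratio not above library mean plus 5 SD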;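 note: positive B-score marks a calcium rise read as TRPC4 activation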
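Incubation: 45 min room-temperature Fluo4 loading, 110 s read / System: HEK293 cells stably co-expressing mouse TRPC4beta and mu-opioid receptor / Signal: Fluo4 fluorescence, kinetic / Control set: buffer (low) and maximal DAMGO (high) / Measure: integrated baseline-normalised fluorescence ratio, converted to per-well B score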
PolyA inhibitor – blocks polyadenylation in yeast reporter cells | calls only at 12 µM | S. cerevisiae SKY197-pL101 polyadenylation reporter, beta-gal luminescence; efflux-impaired pdr1/pdr3 knockout yeast; score 100 = 6 SD above DMSO | 300,000 tested, 0.02% active;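 active = lowest replicate activity score at least 50, where 100 means six control SD above control mean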;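 note: yeast exposed to compound for 9 h at 30 °C; higher score means more reporter readthrough which indicates perturbed polyadenylation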
MrgX1 antagonist – antagonists of human MrgX1 receptor. Q96LB2. MRGX1-HEK293 calcium flux, Fluo-4, BAM8-22 antagonism; hits give low values. B-score at 10 µM. 310,000 tested, 1.3% active;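 active = calcium-response B-score plate-corrected more than 3 library SD below zero, starting fluorescence within 5 deviations, no agonist response on first addition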;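 note: peak minus trough fluorescence over baseline after final BAM8-22 challenge near maximal dose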
Active calls of the source: *; i = inactive; . = not tested or not shown. A portion of the library, so the mix of outcomes need not match the whole.

Sample of the layout:
Results follow in this order: MrgX1 PAM | TRPC4 PAM | TRPC6 inh | TRPC4 block | HIF activator | MrgX1 agonist | TRPC6 act | AI-2 QS mod | TRPC4 agonist | PolyA inhibitor | MrgX1 antagonist
> C=CCn1c(=O)c(C=Nc2cccnc2Cl)c(O)n(CCCC)c1=O
  i | i | i | i | -0.3 | i | i | 34.3 | i | i | i
> Cn1cc(C(=O)NP(=O)(N2CCOCC2)N2CCOCC2)c2ccccc21
  i | i | i | i | 0.0 | i | i | 4.4 | i | i | i

The list itself, previewed entries included:
Results follow in this order: MrgX1 PAM | TRPC4 PAM | TRPC6 inh | TRPC4 block | HIF activator | MrgX1 agonist | TRPC6 act | AI-2 QS mod | TRPC4 agonist | PolyA inhibitor | MrgX1 antagonist
> C=CCn1c(=O)c(C=Nc2cccnc2Cl)c(O)n(CCCC)c1=O
  i | i | i | i | -0.3 | i | i | 34.3 | i | i | i
> Cn1cc(C(=O)NP(=O)(N2CCOCC2)N2CCOCC2)c2ccccc21
  i | i | i | i | 0.0 | i | i | 4.4 | i | i | i
> CN(C)C(=O)Oc1cccc(NC(=O)c2ccccc2C(F)(F)F)c1
  i | i | i | i | 0.3 | i | i | 14.3 | i | i | i
> C=CCn1cc(C=C2C(=O)N(C)C(=O)N(C)C2=O)c2ccccc21
  i | i | i | i | 0.0 | i | i | 21.0 | i | i | i
> Cc1ccccc1-[n+]1c(-c2ccccc2)cc(-c2ccccc2)cc1-c1ccccc1
  i | i | -10* | i | 2.4 | i | i | -0.4 | i | i | -7.33*
> CCCCc1nc2ccccc2c(=O)n1-c1ccc(O)cc1
  i | i | i | i | -43.6 | i | i | 2.1 | i | i | i
> C[C@@H]1C[C@H]2OC(=O)C3(CO3)[C@H]2[C@H](O)[C@]2(C)C(=O)C3OC3[C@@H]12 (some centres undefined)
  i | i | i | i | 2.0 | i | i | 10.6 | i | i | i
> CC(=NC(C)c1ccccc1)c1c(O)[nH]c(=O)[nH]c1=O (centres undefined)
  i | i | i | i | 0.2 | i | i | 11.3 | i | i | i
> COc1ccc(CCNCc2ccc(Br)cc2)cc1OC
  i | i | i | i | -0.5 | i | i | 8.0 | i | i | i
> Cc1ccc(-n2c(O)c(C=NCCN(C)C)c(=O)[nH]c2=O)cc1
  i | i | i | i | 0.0 | i | i | 10.3 | i | i | i
> Nc1ncn[nH]1
  i | i | i | i | -0.7 | i | i | -0.6 | i | i | i
> O=C(Cc1ccc(Br)cc1)N1CCN(Cc2ccccc2)CC1
  i | i | i | i | -31.5 | i | i | 14.4 | i | i | i
> Cc1nonc1OCCNc1ccc([N+](=O)[O-])c2cccnc12
  i | i | i | i | -0.1 | i | i | 31.9 | i | i | i
> CN1CCN(c2ccc(C(N)=O)cc2N)CC1
  i | i | i | i | 0.0 | i | i | 1.0 | i | i | i
> Cc1ccc(-n2nc(C)c3c2NC(=O)CSC3c2ccc3c(c2)OCO3)cc1 (centres undefined)
  i | i | i | i | 1.0 | i | i | 2.7 | i | i | i
> CCC(=O)c1ccc(OC)c(OC)c1
  i | i | i | i | 0.2 | i | i | 29.5 | i | i | i
> O=C(O)C1C2CCC(O2)C1C(=O)Nc1ccc(F)c(F)c1 (centres undefined)
  i | i | i | i | -3.6 | i | i | 15.0 | i | i | i
> Nc1ccccc1N=Cc1c(O)n(CCC2=CCCCC2)c(=O)[nH]c1=O
  i | i | i | i | 1.0 | i | i | 39.7 | i | i | i
> CN1C(=O)N(C)C(=O)C2(Cc3cc(NC(=O)c4ccc(F)cc4)ccc3N3CCCC32)C1=O (centres undefined)
  i | i | i | i | 0.4 | i | i | 17.4 | i | i | i
> Cc1ccc2c(c1)C1CN(C)CCC1N2C(=O)c1ccc(Br)o1 (centres undefined)
  i | i | i | i | -0.1 | i | i | 2.8 | i | i | i
> CN(C(=O)Cc1ccc2c(c1)OCO2)C1CCCN(Cc2ccccc2F)C1 (centres undefined)
  i | i | i | i | 0.1 | i | i | 36.9 | i | i | i
> N=c1c2c(n(Cc3ccc(Cl)cc3Cl)c3c1CCC3)CCCC2
  i | i | -5.12* | i | 0.3 | i | i | -5.2 | i | i | i
> CC1CN=C(NCc2ccccc2Cl)S1 (centres undefined)
  i | i | i | i | 0.8 | i | i | 11.5 | i | i | i
> CCOC(=O)N(c1ccccc1)P1(=S)OCCO1
  i | i | i | i | 0.1 | i | i | 26.9 | i | i | i
> CC(C)c1ccc(N=Cc2c(O)n(C3CC3)c(=S)[nH]c2=O)cc1
  i | i | i | i | 1.1 | i | i | 16.6 | i | i | i
> OC1(c2ccccc2F)CC2CCC(C1)N2CCN1CCOCC1 (centres undefined)
  i | i | i | i | -1.4 | i | i | 6.9 | i | i | i
> CCN1C[C@]2(CO)CC[C@H](OC)[C@@]34C5C[C@H]6[C@H](OC)C5[C@](O)(C[C@H]6OC)[C@@](O)(C(OC)C23)[C@@H]14 (some centres undefined)
  i | i | i | i | 0.2 | i | i | 3.0 | i | i | -4.64*
> Cc1ccccc1C1=NCC(=O)N(CC(=O)N2CCCCC2)c2sc(C)c(C)c21
  i | i | i | i | -1.1 | i | i | 7.5 | i | i | i
> CN(C)c1ccc(CN2CC=C(c3ccc(F)cc3)CC2)cc1
  i | i | -7.93* | i | -0.4 | i | i | 8.1 | i | i | i
> O=C1Nc2ccc(Br)cc2C(c2ccccc2)=NC1O (centres undefined)
  i | i | i | i | -0.6 | i | i | 12.8 | i | i | i
> O=C(NC(Cc1ccccc1)C(=O)N1CCC2(CC1)OCCO2)C1CCCCC1 (centres undefined)
  i | i | i | i | 0.0 | i | i | 27.5 | i | i | i
> O=C(N/N=C/c1c(O)n(-c2ccccc2)c(=S)[nH]c1=O)c1ccccc1
  i | i | i | i | 1.0 | i | i | 28.2 | i | i | i
> CC(=NCC1CCCO1)c1c(O)n(-c2ccc(Cl)cc2)c(=O)[nH]c1=O (centres undefined)
  i | i | i | i | -0.3 | i | i | 32.1 | i | i | i
> Cc1ccc(-c2nc(N3CCOCC3)s[n+]2-c2ccccc2)cc1
  i | i | i | i | 2.9 | i | i | 15.2 | i | i | i
> CCN1C[C@]2(COC)CC[C@H](O)[C@@]34C5C[C@@H]6[C@@H](OC)C[C@@](O)(C5[C@H]6O)[C@](O)([C@@H](OC)C23)[C@@H]14 (some centres undefined)
  i | i | i | i | 0.0 | i | i | 18.8 | i | i | i
> Cc1cccc(NP(=O)(Oc2ccccc2)Oc2ccccc2)c1C
  i | i | i | i | 0.1 | i | i | 43.4 | i | i | i
> Cc1ccc(C2N(c3cc(C)on3)C(=O)C3CCCN32)cc1 (centres undefined)
  i | i | i | i | 0.0 | i | i | 7.7 | i | i | i
> COc1ccccc1Cn1c(SCC#N)nc2cc(C(=O)N3CCC4(CC3)OCCO4)ccc2c1=O
  i | i | i | i | -1.5 | i | i | 9.1 | i | i | i
> CC(=NCCN1CCOCC1)c1c(O)n(C2CCCCC2)c(=O)[nH]c1=O
  i | i | i | i | 0.2 | i | i | 29.2 | i | i | i
> CCOC(=O)c1c(/N=C/C2C(=O)NC(=S)NC2=O)sc(C)c1C
  i | i | i | i | 0.1 | i | i | 20.1 | i | i | i
> O=C(Cn1ncc2c3ccccc3n(Cc3ccccc3F)c2c1=O)N1CCC2(CC1)OCCO2
  i | i | i | i | 1.6 | i | i | -6.0 | i | i | i
> COC(=O)CN1C(=O)C2(C(C(=O)OC)=C(N)Oc3ccccc32)C2=C1CC(C)(C)CC2=O (centres undefined)
  i | i | i | i | 0.2 | i | i | -6.5 | i | i | i
> CCCCn1c(=O)c(C(=O)Nc2cccc(C)c2)c(O)c2ccccc21
  i | i | i | i | -0.9 | i | i | -2.4 | i | i | i
> CN1CCN(C(=S)SCC(=O)Nc2ccc(Cl)cc2C(=O)c2ccccc2)CC1
  i | i | i | i | -0.5 | i | i | 15.1 | i | i | i
> Cc1ccc(-n2c(O)c(C=Nc3ccccc3N)c(=O)[nH]c2=O)cc1C
  i | i | i | i | 2.4 | i | i | 8.5 | i | i | i
> C[C@@H]1CC[C@H]2[C@@H](C)C(=O)O[C@@H]3O[C@@]4(C)CC[C@@H]1[C@]32OO4
  i | i | i | i | -0.4 | i | i | -0.4 | i | i | i
> Cc1nn(Cc2ccccc2)c(Cl)c1C(=O)OCC(=O)Nc1cccc2ccccc12
  i | i | i | i | -0.3 | i | i | 11.3 | i | i | i
> Nc1c(C(=O)NCCN2CCOCC2)c2nc3ccccc3nc2n1Cc1ccccc1
  i | i | i | i | -0.3 | i | i | . | i | i | i
> COc1ccc(F)cc1C(=O)C1CCCN(Cc2cnc(C)s2)C1 (centres undefined)
  i | i | i | i | 0.1 | i | i | 21.8 | i | i | i
> CCN1C[C@@]2(COC)C3[C@@H](OC)[C@H]4[C@@H]1[C@@]3(C1C[C@H]3[C@H](OC(C)=O)C1[C@]4(OC(C)=O)C[C@H]3OC)[C@@H](OC)C[C@H]2OC(C)=O (some centres undefined)
  i | i | i | i | -0.3 | i | i | 35.8 | i | i | i
> C=CCn1c(O)c(/C=N/NC(=O)CCCC)c(=O)[nH]c1=S
  i | i | i | i | -0.4 | i | i | . | i | i | i
> CCCCCCn1c(=O)c(C(=O)Nc2nc(CC(=O)OCC)cs2)c(O)c2ccccc21
  i | i | i | i | -0.3 | i | i | 7.6 | i | i | i
> Cc1cc(=O)oc2cc(OCC(=O)N3CCN(Cc4ccc5c(c4)OCO5)CC3)ccc12
  i | i | i | i | -0.1 | i | i | -7.5 | i | i | i
> CCOC(=O)C1(CCc2ccccc2)CCN(C2CCSCC2)CC1
  i | i | i | i | 0.1 | i | i | 32.9 | i | i | i
> O=C(Cc1ccccc1)N1CCN(Cc2cccc(Br)c2)CC1
  i | i | i | -5* | 0.1 | i | i | 39.1 | i | i | i
> CN(C)c1ccc(NC(=O)CN2C(=O)CN=C(c3ccccc3)c3ccccc32)cc1
  i | i | i | i | -0.2 | i | i | 23.3 | i | i | i
> Cc1ccc(C2CC(=O)C(C=NCCN3CCN(C(=O)Cc4ccccc4)CC3)=C(O)C2)cc1 (centres undefined)
  i | i | i | i | -0.1 | i | i | 10.7 | i | i | i
> CCC1=Nc2cc(C(=O)N3CCC4(CC3)OCCO4)ccc2Sc2ccc(C)cc21
  i | i | i | -6* | 0.5 | i | i | -6.0 | i | . | i
> CC(C)c1ccc(OCC(=O)N2CCN(C)CC2)c(Br)c1
  i | i | i | i | -0.2 | i | i | 44.0 | i | i | i

Assay outcomes from PubChem.
